# SENP6 block – SENP6 protease inhibition; Q9GZR1; Recombinant SENP6 catalytic domain, aminoluciferin luminescence; inhibition, % at 10 µM; 330,000 tested, 1.8% active;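 active means inhibition above about 50% at the single tested dose, limit read from the data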;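 further: plate controls were DMSO wells with enzyme for no effect and DMSO wells lacking enzyme for full effect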
# HKDC1 inh – inhibitors of human hexokinase HKDC1 | 340,000 tested, 0.16% active | inhibition, % at 20 µM | recombinant HKDC1, G6PDH/diaphorase resazurin coupled fluorescence | Q2TB90 | AID 493160;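 active means inhibition above about 35% when tested at 20 µM, limit read from the data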;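 further: plate controls were DMSO wells with enzyme for no effect and DMSO wells lacking enzyme for full effect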
# Target sequence (Q2TB90 whole entry, looked up): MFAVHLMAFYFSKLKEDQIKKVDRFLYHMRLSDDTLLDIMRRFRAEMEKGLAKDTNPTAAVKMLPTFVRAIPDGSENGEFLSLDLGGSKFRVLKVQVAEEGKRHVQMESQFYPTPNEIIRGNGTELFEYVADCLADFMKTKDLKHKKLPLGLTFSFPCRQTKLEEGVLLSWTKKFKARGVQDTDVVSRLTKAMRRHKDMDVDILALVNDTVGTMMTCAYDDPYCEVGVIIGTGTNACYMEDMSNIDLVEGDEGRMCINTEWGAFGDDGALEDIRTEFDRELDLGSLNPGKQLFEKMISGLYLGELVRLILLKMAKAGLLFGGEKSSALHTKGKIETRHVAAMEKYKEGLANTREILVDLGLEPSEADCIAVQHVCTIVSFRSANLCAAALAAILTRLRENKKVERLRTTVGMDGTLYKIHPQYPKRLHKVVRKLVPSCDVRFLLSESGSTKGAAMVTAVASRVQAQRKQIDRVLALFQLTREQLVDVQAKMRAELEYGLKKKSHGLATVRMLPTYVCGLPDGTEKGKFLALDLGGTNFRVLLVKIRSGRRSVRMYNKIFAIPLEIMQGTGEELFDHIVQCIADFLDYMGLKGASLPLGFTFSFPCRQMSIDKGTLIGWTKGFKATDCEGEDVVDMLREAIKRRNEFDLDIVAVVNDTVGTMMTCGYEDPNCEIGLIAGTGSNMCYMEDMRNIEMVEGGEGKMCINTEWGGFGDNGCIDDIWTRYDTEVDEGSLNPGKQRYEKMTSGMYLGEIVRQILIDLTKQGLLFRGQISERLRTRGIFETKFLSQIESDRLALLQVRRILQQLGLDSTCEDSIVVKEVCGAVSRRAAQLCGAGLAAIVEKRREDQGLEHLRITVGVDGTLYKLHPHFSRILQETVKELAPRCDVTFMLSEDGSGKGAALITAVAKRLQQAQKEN
#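 test system = in-house recombinant HK5 (HKDC1) enzyme | amount = HKDC1 at 5 µg/mL | control set = DMSO-enzyme wells negative, buffer-substituted wells positive | compound = one dose of 20 µM, 1% DMSO | schedule = reaction time 90 min, room temperature, protected from light | technique = resorufin fluorescence at 613 nm | reagent = glucose with 1 mM ATP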
# UBC13 inh – blocks human UBC13 polyubiquitin chain formation | 330,000 tested, 0.47% active | TR-FRET | AID 485273 | P61088 | inhibition, % at 20 µM; in the data active means inhibition above about 45%, passing the limit was not always enough
# Target sequence (P61088 whole entry, looked up): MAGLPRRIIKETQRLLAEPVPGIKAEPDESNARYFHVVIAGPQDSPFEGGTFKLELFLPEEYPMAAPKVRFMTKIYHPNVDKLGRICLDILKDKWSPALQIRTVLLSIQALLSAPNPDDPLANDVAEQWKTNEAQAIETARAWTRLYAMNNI
# beta cell repl – inducers of beta-cell replication in MIN6 cells. 330,000 tested, 0.29% active. MIN6 cells proliferation, ATPlite luminescence, 48 h; cells starved in 0.2% serum; 100% = growth in 10% serum. proliferation, % at 10 µM;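 active means compounds whose signal lies at least 3.5 SD above the mean of all wells on their plate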;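 further: 0% = DMSO-treated cells in low-serum medium and 100% = 10% serum control; some compounds called inactive have numbers as strong as hits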
# PfG6PD inh – PfG6PD (Plasmodium falciparum) enzyme inhibition. PfGluPho enzyme, NADPH resazurin-diaphorase fluorescence. inhibition, % at 20 µM. 350,000 tested, 0.78% active. AID 504690;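 active means inhibition reaching at least a set limit at 20 µM in the primary screen, cut at about 59% in these data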;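 further: 0% = DMSO wells with substrate and 100% = DMSO wells lacking glucose-6-phosphate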
# SENP8 block-1 – SENP8 (human) protease inhibition | 360,000 tested, 0.64% active | recombinant SENP8, Nedd8 substrate fluorescence | AID 602440 | inhibition, % at 20 µM; in the data active means inhibition mostly above about 40%, no sharp cut-off; inactive means mostly below about 27%
# SENP1 inh – SENP1 (human) catalytic domain inhibition; Q9P0U3; recombinant SENP1 catalytic domain, CyPet-SUMO1-YPet FRET cleavage; inhibition, % at 10 µM; 360,000 tested, 0.21% active; AID 624204;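 active means inhibition at least 30% at 10 µM, raw YFP signal under a set limit, fluorescence ratio 0.5 to 1.5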;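 further: 0% = enzyme with DMSO and 100% = no enzyme wells; some results filed as inactive read as strong as hits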
#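 Assay system: hSENP1 catalytic domain, recombinant. Amount: SENP1 enzyme, 20 pM final. Schedule: 50 min reaction, RT, dark. Technique: FRET, CFP and YFP emission. Control set: no-enzyme wells low, DMSO-plus-enzyme wells high control.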
# SENP8 block-2 – inhibitors of human SENP8 protease. Q96LD8. purified SENP8, Z-RLRGG-aminoluciferin cleavage, luminescence. inhibition, % at 10 µM. 330,000 tested, 1.2% active. AID 2540; in the data active means inhibition above about 50%
# SENP7 inh – inhibitors of human SENP7 protease; recombinant SENP7, Z-RLRGG-aminoluciferin luminescence, 40 min; inhibition, % at 5 µM; 330,000 tested, 1.5% active; AID 434973;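 active means inhibition above about 50% at the single test dose, limit read from the data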;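 further: plate controls were DMSO with enzyme for no effect and no enzyme buffer wells for full effect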
# * marks the source's active call; other numbers are inactive results; nt = no result given. Hits appear at their usual frequency, and some 4% of all compounds hit somewhere here.
no.	compound	SENP6 block	HKDC1 inh	UBC13 inh	beta cell repl	PfG6PD inh	SENP8 block-1	SENP1 inh	SENP8 block-2	SENP7 inh
1	Cc1cc(C)nc(-n2nc(C)cc2NC(=O)c2ccc(S(=O)(=O)N3CCOCC3)cc2)n1	4	-12	6	1	-21	nt	nt	4	-3
2	O=C(N/C(=C/c1ccc2c(c1)OCO2)C(=O)N1CCOCC1)c1cccs1	2	-1	1	0	3	7	1	11	-3
3	CC1=CC(C)(C)N(C(=O)CN2C(=O)c3ccccc3C2=O)c2ccccc21	-13	4	2	-1	34	22	1	1	-9
4	CCCCc1cc(=O)oc2c(CN(CC)CC)c(O)c(Cl)cc12	14	2	20	0	12	-478	-124	0	-3
5	COCCn1c(SCC(=O)NC(=O)NC(C)C)nc2ccccc21	7	-7	-4	0	8	29	2	4	-4
6	CCCCCn1c(Sc2nc3ccccc3s2)nc2c1c(=O)[nH]c(=O)n2C	6	-5	4	-3	45	9	-1	5	0
7	Cc1cc(-c2csc(NC(=O)c3ccc(C#N)cc3)n2)c(C)n1Cc1ccccc1	22	11	-17	0	-17	17	6	6	13
8	CN(CCO)C(=O)c1cccc2c1-c1ccccc1C2=O	7	-9	3	1	-16	14	2	6	-6
9	CN(CC(=O)NCCN1CCN(Cc2ccccc2)CC1)S(=O)(=O)c1cccc2nsnc12	8	-1	0	-1	3	19	1	-3	-1
10	O=C(O)c1ccc(NC(=O)C2C3CCC(O3)C2C(=O)O)cc1 (stereo not drawn)	-26	-7	-6	-1	3	0	2	-12	-15
11	CCCN(C(=O)c1cc(S(=O)(=O)N(C)c2ccc(OCC)cc2)ccc1C)C1CCS(=O)(=O)C1 (stereo not drawn)	-19	-2	-2	-3	13	4	4	-12	6
12	N#Cc1ccc(C23CC4(C2)[C@H](CN(P(=O)(c2ccccc2)c2ccccc2)[C@@H]4c2ccccc2)C3c2ccc(Cl)nc2)cc1 (stereo partly drawn)	-12	-1	-20	-8	12	4	-1	-1	9

# The list goes on, overlapping the part above by 3 compounds.
no.	compound	SENP6 block	HKDC1 inh	UBC13 inh	beta cell repl	PfG6PD inh	SENP8 block-1	SENP1 inh	SENP8 block-2	SENP7 inh
10	O=C(O)c1ccc(NC(=O)C2C3CCC(O3)C2C(=O)O)cc1 (stereo not drawn)	-26	-7	-6	-1	3	0	2	-12	-15
11	CCCN(C(=O)c1cc(S(=O)(=O)N(C)c2ccc(OCC)cc2)ccc1C)C1CCS(=O)(=O)C1 (stereo not drawn)	-19	-2	-2	-3	13	4	4	-12	6
12	N#Cc1ccc(C23CC4(C2)[C@H](CN(P(=O)(c2ccccc2)c2ccccc2)[C@@H]4c2ccccc2)C3c2ccc(Cl)nc2)cc1 (stereo partly drawn)	-12	-1	-20	-8	12	4	-1	-1	9
13	Cc1ccc(-c2cc(C(=O)Nc3cc(C)on3)c3ccccc3n2)cc1	-13	-7	2	1	-11	-325	-1	-6	-1
14	O=[N+]([O-])c1cccc(-n2cccc2/C=N/Nc2nc(N3CCCCC3)nc(N3CCCCC3)n2)c1	-1	-11	-13	-4	2	12	4	3	4
15	CCCCOc1ccc(S(=O)(=O)Nc2cc(OC)ccc2OC)cc1	5	-1	-9	-5	3	14	1	-11	-9
16	CC(/C=C1\SC(=O)N(CC(=O)Nc2cccc(O)c2)C1=O)=C\c1ccccc1	-6	8	-1	-6	-3	-6	2	3	4
17	CC(C)(C)c1ccc(S(=O)(=O)NCCOCC(F)(F)C(F)F)cc1	-18	0	2	-3	5	-17	-2	-10	-3
18	NS(=O)(=O)OCCCc1ccc(C(F)(F)F)cc1	-13	2	3	-1	8	26	0	-16	5
19	O=C(CSc1nc2ccccc2[nH]1)c1ccc(Cl)s1	-18	3	-4	-2	20	10	7	0	3
20	O=c1c(-c2ccccc2)nnc2sc(COc3ccc(Br)cc3)nn12	-8	-2	6	0	-4	-5	-5	1	-7
21	CC(C)Oc1ccc(C(CC(=O)O)Cc2ccccc2)cc1 (stereo not drawn)	0	-5	4	4	-11	10	3	0	4
22	CN1C(=O)C2(C(C#N)=C(N)N(c3cc(Cl)cc(Cl)c3)C3=C2C(=O)CCC3)c2ccccc21 (stereo not drawn)	-23	3	8	-2	-12	16	2	-4	-1
23	Cc1nc2ccccc2c(=O)n1C1CCCCCC1	-6	-3	-1	-1	-1	22	2	1	3
24	Cn1nc(C#N)c(=O)[nH]c1=O	nt	-2	nt	nt	-5	6	1	nt	nt
25	Cc1nc(CCNC(=O)Cc2ccc(Cl)cc2)cs1	-17	-1	4	0	13	9	1	-4	-4
26	CC(C)CCCNc1nc(N2CCOCC2)nc(N2CCOCC2)n1	-9	-4	6	-4	4	-2	-2	-10	-7
27	Nc1ccc2ncccc2c1N	nt	6	nt	nt	29	11	28	nt	nt
28	CCC(COC)NC(=O)CCc1nnc(Cc2cccc(C(F)(F)F)c2)o1 (stereo not drawn)	-6	-4	-4	-2	3	8	2	-3	-5
29	CN(C)C(CNc1ncnc2sc3c(c12)CCCCC3)c1ccco1 (stereo not drawn)	4	3	1	-3	-5	-4	-11	-5	-8
30	CCN(CC(=O)Nc1ccccc1OC)C(=O)CSCc1ccc(C)cc1	-6	2	17	-2	2	11	0	6	8
31	CN1CCC(N(C)CC(=O)Nc2cccc(Oc3ccccc3)c2)CC1	0	-2	-6	-3	-1	20	-1	-10	-8
32	O=C(CSc1nnc(Nc2ccccc2)s1)NCc1ccco1	5	3	-8	-2	-10	7	-1	-5	4
33	CC1CC(C)CN(S(=O)(=O)c2ccc(C(=O)NCCCn3ccnc3)cc2)C1 (stereo not drawn)	9	-3	7	-6	-13	10	-1	-3	5
34	O=C(/C=C/c1ccc(-c2ccccc2)o1)c1ccccc1	5	9	20	-6	111*	-31	-24	0	-4
35	CNc1nc2c(c(=O)n(C)c(=O)n2C)n1CCCc1ccccc1	9	-7	-5	0	-2	19	3	-9	14
36	C=CCN1C(=O)C(O)(CC(=O)c2ccc(Cl)cc2)c2ccccc21 (stereo not drawn)	-8	4	3	-7	8	-61	0	0	-2
37	Cc1ccc(C)n1-c1ccc(C(=O)N/N=C/c2ccncc2)cc1	11	1	0	2	25	-4	-14	2	2
38	Nc1nn2c(-c3ccccc3)cc(=O)[nH]c2c1N=Nc1ccc(O)cc1	12	11	-100	-6	1	63*	3	-2	7
39	CCOC(=O)N1CCN(C(=O)c2csc3c2CCCCC3)CC1	-38	4	3	0	-14	9	-2	-8	3
40	CC(C)c1nnc(NC(=O)CCC(=O)NCc2ccccc2Cl)s1	8	3	3	-2	0	1	0	11	5
41	CCOc1nc(C#N)nc(N2CCCCC2)n1	nt	-4	nt	nt	-9	30	-1	nt	nt
42	CC(=O)NCCc1csc(-c2ccccc2)n1	-11	-9	2	-1	-2	6	-1	-2	1
43	CC(C(=O)NC1C(=O)N2C(C(=O)O)=C(CSc3nnnn3C)CSC12)n1cc(Cl)cn1 (stereo not drawn)	-20	-9	2	-3	24	3	0	-1	3
44	C=CCN(Cc1ccc(Cl)s1)C(=O)CNC(=O)CNC(=O)c1ccc(Cl)cc1Cl	-5	-5	-8	-1	-5	-7	-2	-14	-2
45	CCOc1ccc(N(CC(=O)Nc2ccc(C)cc2)S(=O)(=O)c2c(C)[nH]c(=O)[nH]c2=O)cc1	-23	-3	-1	-1	-13	17	0	-5	-5
46	O=C(Nc1ccccc1)[C@@H]1CC=C[C@@H]2CCN(C3CCCCC3)C(=O)[C@@H]21	-7	-2	9	2	-3	3	2	2	3
47	COc1ccc(-c2nc(CN3CCN(Cc4ccccc4)CC3)c(C)o2)cc1	2	2	2	5	-1	-9	-6	2	-8
48	CCOC(=O)c1c(C)sc2c1N(C(=O)CCl)c1cc(Cl)ccc1S2	-4	45*	10	-4	12	22	0	5	1
49	O=C(Nc1ccncc1)C1CCN(S(=O)(=O)c2ccccc2C(F)(F)F)CC1	8	5	-4	-2	-11	9	1	-2	-2
50	Cc1cccc(Cn2c(=O)c3c(nc4n3CCCN4Cc3ccccc3)n(C)c2=O)c1	-8	4	5	-2	13	19	-1	-2	-3
51	CCOc1ccc(NC2=CC(=O)C(=O)c3ccccc32)cc1	nt	22	nt	nt	29	-186	0	nt	nt
52	O=C(NCCCNC1CCCCC1)c1ccc(/C=N/O)nc1	-3	-8	-3	-2	-15	6	1	-8	2
53	CC(C)c1ccc(OCc2ccc(C(=O)N(C)C)o2)cc1	-18	0	-1	-2	-9	-5	2	-13	-8
54	CCOc1ccc(S(=O)(=O)N2CCC(C(=O)NCc3ccncc3)CC2)cc1	-17	-4	-3	2	-6	3	1	-3	-3
55	CCCCc1nnc(NC(=O)CSc2nc(C)cc(=O)[nH]2)s1	-13	8	-4	4	0	13	2	-7	-7
56	COCCNC(=O)Cn1ncc2ccsc2c1=O	-10	-7	-4	2	-3	2	-1	-11	16
57	Cc1ccccc1C(=O)Nc1c(C(=O)N2CCCC2)cnn1-c1ccccc1	-9	-11	2	-2	2	22	0	7	13
58	CCC(c1n[nH]c(=S)n1-c1ccccc1)N(C)C (stereo not drawn)	-10	11	0	0	16	7	-2	3	4
59	N#C/C(=C(/O)c1cc2ccccc2o1)c1nc2ccccc2s1	-7	13	6	-6	20	-18	-55	95*	70*
60	Cc1ccc(NC(=S)NCc2ccccn2)cc1	-17	-10	1	-1	-2	7	-2	-1	4
61	COCc1nc2sc3c(c2c(=O)[nH]1)CCCC3	-11	-5	-5	-1	-4	13	0	-13	-9
62	CC(C)N(C(=O)Cc1ccccc1[N+](=O)[O-])C(C)C	-8	-2	2	-3	-10	4	1	1	2
63	Cc1cc(NC(=O)CSc2n[nH]c(-c3cccs3)n2)no1	-19	-5	1	-3	5	-5	-1	0	-1
64	CCOc1ccc(C2C(C#N)=C(N)Oc3cc(C)n(CCN(C)C)c(=O)c32)cc1OCC (stereo not drawn)	5	-5	3	0	-13	8	1	6	5
65	CN(CC(O)Cn1cnc2c1c(=O)n(C)c(=O)n2C)c1ccccc1 (stereo not drawn)	1	-5	19	1	4	-6	3	-3	-7
66	Cc1cc(O)ccc1N=Cc1c(C(F)(F)F)[nH][nH]c1=O	-14	-2	-2	-6	48	15	-10	6	8
67	Cc1cc(NC(=O)CN2CCN(c3cccc(Cl)c3)CC2)no1	-2	-3	8	-1	8	18	0	5	5
68	Nc1nc(N2CCN(c3ccc(F)cc3)CC2)n[nH]1	7	-16	1	0	8	5	3	8	7
69	CC(C)OC(=O)C(C#N)c1nc2ccccc2nc1N1CCCC1 (stereo not drawn)	-1	-5	-6	3	-5	-285	-39	-4	0
70	CC(Sc1nc2ccccc2c(=O)[nH]1)C(=O)O (stereo not drawn)	-27	11	-6	-2	13	4	0	-15	-14
71	CC(C)(C)c1csc(NNC(=O)c2ccc(Cl)cc2)n1	1	-34	-10	-4	-2	-71	0	1	-12
72	CCN(C(=O)c1cc(Cl)ccc1Cl)C1CCS(=O)(=O)C1 (stereo not drawn)	-16	0	2	-2	11	6	0	4	1

# Other records
no.	compound	SENP6 block	HKDC1 inh	UBC13 inh	beta cell repl	PfG6PD inh	SENP8 block-1	SENP1 inh	SENP8 block-2	SENP7 inh
73	CCOC(=O)c1c(NC(C)=O)sc2c(OC)c(Br)ccc12	-4	0	-6	-2	4	-41	-2	5	-2
74	CN(NC(=O)C(C)(C)C)c1nc(-c2ccccc2)nnc1C(F)(F)F	-11	-7	2	1	8	23	2	-2	7
75	COC(=O)c1sccc1NS(=O)(=O)c1ccccc1	-9	1	-2	3	34	1	1	5	2
76	O=C(NC1CCN(C(=O)N2c3ccccc3Sc3ccccc32)CC1)c1ccccc1Cl	-3	-4	8	-4	7	5	1	6	2

# Screens as filed in PubChem.
